# Assay outcomes: PubChem BioAssay, several laboratories
# PPARg SRC-2 ag – promotes SRC-2 coactivator recruitment by human PPARgamma | AID 1032 | activation, % at 8 µM | hit rate 0.34% among 200,000 | PPARgamma LBD-SRC-2 recruitment, biochemical; in the data active = activation above about 22%;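 note: 0% = vehicle and 100% = reference agonist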
# ROMK primary – modulators of human ROMK potassium channel; P48048; Tet-inducible ROMK, thallium flux fluorescence; actives lie on both sides; B-score at 10 µM; hit rate 2% among 130,000; AID 1918;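 active = signal ratio slope over the read window, or its plate-corrected B-score, at least 3 SD from the plate mean, either direction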;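 note: B-score of the F/F0 ratio slope over 7 to 12 s after thallium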
# Target sequence (P48048 whole entry, looked up): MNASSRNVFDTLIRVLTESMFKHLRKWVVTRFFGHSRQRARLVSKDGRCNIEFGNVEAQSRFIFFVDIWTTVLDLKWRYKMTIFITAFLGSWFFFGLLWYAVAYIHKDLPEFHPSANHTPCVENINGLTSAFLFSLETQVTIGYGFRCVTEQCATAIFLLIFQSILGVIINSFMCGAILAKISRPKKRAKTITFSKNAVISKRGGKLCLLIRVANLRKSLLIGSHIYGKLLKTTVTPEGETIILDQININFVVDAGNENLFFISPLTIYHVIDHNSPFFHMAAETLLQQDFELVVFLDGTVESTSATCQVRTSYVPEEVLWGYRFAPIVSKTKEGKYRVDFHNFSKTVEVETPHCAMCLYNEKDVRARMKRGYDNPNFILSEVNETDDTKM
# PPARg SRC-1 ag – promotes SRC-1 coactivator recruitment by human PPARgamma; P37231; PPARgamma-SRC-1 coactivator recruitment biochemical assay; activation, % at 8 µM; hit rate 0.41% among 200,000; AID 631; in the data active = activation above about 19%;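 note: 0% = DMSO and 100% = reference agonist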
# STAT1 inh – inhibitors of IFN-gamma induced STAT1 signaling; inhibition, % at 5.5 µM; hit rate 0.35% among 200,000; AID 920; NIH 3T3 STAT1-luciferase reporter, luminescence;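 active = inhibition above a set limit, the mean inhibition across all tested compounds plus 3 SD, cut at about 34% in these data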;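 note: 0% = IFN-gamma with DMSO and 100% = IFN-gamma with 300 µM nifuroxazide; values of inactives mirror those of a sister screen read the other way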
# TR-FRET SRC-2 ct – counter-screen for PPARgamma SRC-2 recruitment agonists: TR-FRET artefact. hit rate 0.4% among 200,000. AID 1049. hits give high values. TR-FRET ratio at 8 µM; in the data active = TR-FRET ratio above about 2000; note: inactives centre near 1500
# bIAP inhibitor – blocks bovine intestinal alkaline phosphatase activity; purified bovine IAP, CDP-star luminescence, 30 min; inhibition, % at 20 µM; 190,000 tested, under 10 active;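 active = over 50% inhibition of intestinal alkaline phosphatase at 20 µM in the single-dose screen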
#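 System: Purified bovine intestinal alkaline phosphatase (IAP) enzyme | Input: IAP diluted 1/65,000,000 in the well | Also added: CDP-star chemiluminescent phosphatase substrate, 30 µM final | Dosing: 20 µM single dose | Times: Enzyme reaction for 30 min at room temperature | Detection: Luminescence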
# PPARg SRC-3 ag – promotes SRC-3 coactivator recruitment by human PPARgamma; biochemical PPARgamma/SRC-3 coactivator recruitment assay; activation, % at 8 µM; hit rate 0.26% among 200,000; in the data active = activation above about 23%;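 note: 0% = DMSO and 100% = reference agonist; some compounds past the cut are filed as inactive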
# STAT3 activator – STAT3 signaling activation; U3A cells, IL-6 STAT3-luciferase reporter, luminescence; 100% = signal with IL-6 EC80 alone; activation (% of control), % at 5.6 µM; hit rate 0.91% among 190,000; AID 871;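 active = activation above the screen-wide mean of compound activation plus 3 SD, cut at about 130% in these data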;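 note: 0% = background luminescence of wells with medium and substrate only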
#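 Material: human STAT1-deficient U3A cells with stable STAT3-luciferase reporter / Probe or stimulus: IL-6 stimulus at 33 ng/mL final / Schedule: 1 h compound pre-exposure, 6 h IL-6 stimulation, 37 °C / Technique: luminescence / Read-out basis: percent of IL-6-only median luminescence / Control set: IL-6-only high control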
# STAT3 blocker – reduces IL-6 driven STAT3 reporter signal; hit rate 0.89% among 190,000; U3A cells, IL-6 STAT3-luciferase reporter, luminescence; host cell line lacks STAT1; inhibition, % at 5.5 µM; AID 862;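 active = inhibition above the mean inhibition across all screened compounds plus 3 SD, cut at about 44% in these data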;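 note: 0% = DMSO only wells and 100% = 100 µM nifuroxazide control wells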
# TNAP act hiacc – activators of human TNAP at high phosphate acceptor concentration. P05186. AID 1136. 200,000 tested, under 10 active. purified TNAP, CDP-star luminescence, 1 M DEA, 30 min; hits give high values; 0 = EDTA background, 1 = DMSO-only activity. activation factor at 20 µM;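 active = activation factor at least 2 at 20 µM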
#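 Assay system: human TNAP; Input: enzyme diluted 1/800 final; Reagent: CDP-star luminogenic substrate at 100 µM final; Timing: 30 min, room temperature; Signal: luminescence; Evaluation: TNAP activation factor scaled between EDTA and DMSO control wells.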
# bIAP act – intestinal alkaline phosphatase (bovine) activation | purified bovine IAP, CDP-star luminescence, 30 min; hits give high values; fold of DMSO-control signal, blank-subtracted | activation factor at 20 µM | hit rate 0.17% among 200,000;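 active = activation factor of 2 or more at 20 µM, a signal rise over negative controls twice the positive control's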
# Active calls of the source: *; nt = not tested or not shown.
SMILES,PPARg SRC-2 ag,ROMK primary,PPARg SRC-1 ag,STAT1 inh,TR-FRET SRC-2 ct,bIAP inhibitor,PPARg SRC-3 ag,STAT3 activator,STAT3 blocker,TNAP act hiacc,bIAP act
CCCCCCN(C(=O)CCCCCN1C(=O)NC(c2ccc(-c3ccccc3)cc2)C(C(=O)OCc2ccccc2)=C1C)C(C(=O)NCCCC)c1ccc(O)cc1 (centres undefined),-5,-0.22,-6,0,1343,20,0,104,-8,1,0.8
Cc1cc(C(=O)CSc2nnc(-c3ccco3)o2)c(C)n1CC1COc2ccccc2O1 (centres undefined),-1,-0.38,-1,0,1802,-10,-1,101,3,1,1.1
CCCC(C(=O)n1nc(C)cc1C)C(NS(=O)(=O)c1ccc(C)cc1)c1ccccc1 (centres undefined),1,0.011,3,5,1467,6,2,106,-7,1.1,0.9
COC(=O)c1ccccc1NC(=O)c1cnc2sccn2c1=O,-7,-0.1,-12,-9,1407,4,-18,96,8,1.1,1
O=C(NCc1ccc2c(c1)OCO2)c1ccc2c(c1)OCCO2,4,0.00097,6,2,1556,16,0,100,0,1,0.8
CC[n+]1c(C)cc(C)n1-c1ccccc1,5,-0.29,0,4,1576,6,2,98,9,1,0.9
CN(Cc1ccccc1)C(=C(Cl)Cl)C(=C1NCCN1)[N+](=O)[O-],3,-0.022,7,4,1932,-12,3,100,0,1,1.1
O=c1cc(CN2CCN(c3cccc(Cl)c3)CC2)c2cc(O)c(-c3ccccc3)cc2o1,2,nt,-3,4,1404,nt,-2,110,-6,1,0.2
O=S(=O)(c1ccc2ccccc2c1)N1CCN(S(=O)(=O)N2CCOCC2)CC1,9,nt,2,4,1622,8,0,101,4,1,0.9
O=C(Nc1ccccc1OC(F)F)c1ccc(Br)o1,4,nt,7,-10,1851,23,4,95,10,1,0.8
Cn1c(=O)n(Cc2ccco2)c(=N)c2c3c(sc21)CCCC3,2,-0.23,13,-5,1479,0,3,91,18,1,1
CCc1cc2c(=O)c(-c3ccc4c(c3)OCCO4)c(C)oc2cc1OS(C)(=O)=O,3,nt,-2,-3,1415,-21,-9,102,-8,1,1.2
N#CC1=C(N)SC(N)=C(C#N)C1c1ccnc2ccccc12,9,nt,6,-4,1647,0,8,99,2,1,1
Cc1cc(OCC(=O)Nn2cnnc2)ccc1Br,4,nt,0,-4,1537,-4,-3,101,5,1,1
Cc1ccc(C)c(C(C)NC(=O)c2ccccc2Br)c1 (centres undefined),1,-0.87,5,-2,1504,15,8,95,11,1.1,0.9
COc1ccccc1OCCC(=O)OCCN1C(=O)c2ccccc2C1=O,-7,0.56,13,1,1712,3,6,98,4,1,1
Cc1cc(Br)ccc1OCC(=O)NNC(=O)c1cnccn1,-8,0.53,0,0,1373,5,0,81,26,1.1,1
COC(=O)c1ccc2nc(NC(=O)C3CCCCC3)sc2c1,0,0.47,7,-26,1596,-1,1,107,-2,1.1,1
C/C(=N\NC(=O)C(O)(c1ccccc1)c1ccccc1)c1ccc(C)o1,-2,-0.49,-6,13,1420,0,3,90,13,1,1
Cc1ccc(S(=O)(=O)N2CCN(C(=O)C3CCN(C(=O)c4ccccc4C)CC3)CC2)cc1C,4,0.18,-8,6,1636,-8,0,102,2,1.1,1.1
O=C(c1ccc2c(c1)OCO2)N1CCN(c2ccc(Cl)cc2)CC1,-1,-0.19,2,13,1546,-6,13,91,14,1,1.1
O=C(CSc1nc(-c2ccc(F)cc2)cs1)N1CCN(C(=O)c2ccco2)CC1,6,nt,8,1,1544,4,4,106,-2,1.1,1
CN1C/C(=C/c2ccsc2)C(=O)/C(=C/c2ccsc2)C1,1,nt,-1,26,1516,14,3,84,16,1,0.9
COc1cc(CNc2ccc3[nH]c(=O)[nH]c3c2)cc(Cl)c1OCC(=O)NC(C)(C)C,-12,-0.013,4,-6,1487,-1,1,101,2,1,1
CCOc1ccc2c(c1)[N+](C)(C)C(C)(C)C=C2C,5,-0.29,-6,7,1626,4,-5,100,5,1,1

# More records:
SMILES,PPARg SRC-2 ag,ROMK primary,PPARg SRC-1 ag,STAT1 inh,TR-FRET SRC-2 ct,bIAP inhibitor,PPARg SRC-3 ag,STAT3 activator,STAT3 blocker,TNAP act hiacc,bIAP act
CCCCCC(=O)Nc1ccc(S(=O)(=O)Nc2nccnc2OC)cc1,4,nt,4,4,1533,3,6,100,5,1,1
CN1CCC(=NNC(=O)C(=O)Nc2cccc(Br)c2)CC1,-10,-0.014,-7,1,1404,-34,-1,106,5,1,1.3
Cc1cc(Nc2ccc(F)cc2C)n2ncnc2n1,6,nt,10,2,1706,-2,0,91,12,1,1
O=c1cc(CO)oc(CN2CCCC2)c1O,12,nt,12,2,1564,4,3,89,15,1,1
CCN1CCn2c3c(c4cc(C)ccc42)CCCC31 (centres undefined),9,nt,4,-1,1471,6,1,96,10,1,0.9
CCCCNC(=O)CSc1nnc(-c2ccc(S(=O)(=O)N3CCCC3)cc2)n1C,-2,-0.13,0,3,1448,5,5,103,-1,1,0.9
CN(c1ccccc1C(=O)NCc1ccco1)S(C)(=O)=O,14,-0.28,3,-4,1607,2,-2,104,-3,1,1
O=c1c(=Nc2ccccc2O)c(=O)c2ccccc12,9,nt,3,-5,1580,-4,7,106,0,1,1
c1csc(-c2nn3c(Cn4nnc5ccccc54)nnc3s2)c1,-8,nt,-2,-2,1425,3,-1,107,-6,1,1
CC1CN(Cc2ccccc2)c2ccccc2NC1=S (centres undefined),0,-0.019,-3,-1,1512,8,3,101,7,1,0.9
COc1ccc(-c2nnc(SCC(=O)c3cc(C)n(Cc4cccs4)c3C)o2)cc1,5,0.41,-1,2,1515,3,8,104,-1,1,1
Cc1ccc(S(=O)(=O)N2C(=O)C(c3ccccc3)SC2=Nc2ccccc2)cc1 (centres undefined),3,0.012,5,0,1523,0,-3,99,0,1,1
CCN(/C=N/S(=O)(=O)c1ccc(Cl)cc1)CC,6,nt,11,2,1531,3,4,94,12,1.1,1
N/C(Cn1cncn1)=N\NC(=O)C(=O)Nc1cccc(C(F)(F)F)c1,-1,-0.22,5,-3,1616,-39,4,100,5,1,1.4
O=C(O)c1cccc(-n2cccc2/C=C2\SC(=O)N(Cc3ccccc3F)C2=O)c1,11,-0.021,2,9,1590,9,2,99,0,1,0.9
